# Bioassay records from PubChem BioAssay.
# Bcl-B Bim block: inhibitors of Bim-Bcl-B binding, primary screen, biochemical, multiplexed, human Bcl-2 family; inhibition, % at 10 µM; bead-based flow cytometry, Bim peptide-Bcl-B binding; Bcl-2-like protein 10 (Homo sapiens), Q9HD36; actives 0.073% (n = 190,000); AID 951, 2007;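 further: 0% = tracer peptide without compound and 100% = reference inhibitor peptide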
# Target sequence (Q9HD36 whole entry, looked up): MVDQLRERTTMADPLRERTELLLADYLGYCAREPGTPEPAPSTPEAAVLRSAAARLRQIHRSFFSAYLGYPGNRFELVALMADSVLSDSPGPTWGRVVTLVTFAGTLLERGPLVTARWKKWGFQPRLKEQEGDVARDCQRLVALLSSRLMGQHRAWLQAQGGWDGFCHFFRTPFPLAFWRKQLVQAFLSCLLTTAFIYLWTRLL
# Rac1 wt GTP bind: wildtype Rac1 GTP binding modulators, primary screen, biochemical, GST-Rac1 beads, flow cytometry, multiplex; fluorescent GTP binding; actives lie on both sides; 0 = cold GTP competed, 100 = untreated; Ras-related C3 botulinum toxin substrate 1 (Homo sapiens), P63000; actives 0.27% (n = 190,000); GTP binding activity (% of control), % at 10 µM;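 active means GTP binding activity at least 20 points away from the 100% control level, either lower or higher; inconclusive means compound flagged as likely green fluorescent, judged across all proteins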
# Bim-Bfl-1: inhibitors of Bim binding to Bfl-1, primary screen, biochemical, multiplexed, bead-based flow cytometry. actives 0.12% (n = 190,000). inhibition, % at 10 µM. Bim-Bfl-1 binding inhibition. Bcl-2-related protein A1 (Homo sapiens), Q16548;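 further: 0% = wells without compound plus tracer and 100% = blocker peptide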
# Bcl-2 Bim block: inhibitors of Bim-Bcl-2 binding, primary screen, biochemical, multiplexed, human Bcl-2 family; Apoptosis regulator Bcl-2 (Homo sapiens), P10415; Bead-based flow cytometry, Bim peptide-Bcl-2 binding; inhibition, % at 10 µM; actives 0.06% (n = 190,000); in the data active means inhibition above about 40%; inconclusive means no clear call, values can overlap the other calls;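 further: 0% = no compound wells with probe peptide and 100% = reference peptide inhibitor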
# Target sequence (P10415 whole entry, looked up): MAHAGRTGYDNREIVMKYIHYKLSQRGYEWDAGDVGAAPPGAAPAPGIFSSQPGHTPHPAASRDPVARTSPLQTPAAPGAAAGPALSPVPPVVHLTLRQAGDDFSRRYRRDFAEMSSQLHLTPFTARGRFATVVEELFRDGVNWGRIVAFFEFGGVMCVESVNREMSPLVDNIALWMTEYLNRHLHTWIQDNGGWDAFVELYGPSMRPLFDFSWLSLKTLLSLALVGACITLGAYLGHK
# Rab2A wt mod: modulators of GTP binding to Rab2A wildtype, primary screen, biochemical, dog, bead-based flow cytometry, multiplex. Ras-related protein Rab-2A (Canis lupus familiaris), P61105. GST-Rab2 wt beads, Bodipy-GTP binding. GTP binding activity, % at 10 µM. actives 0.19% (n = 190,000). AID 760, 2007;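 active means GTP binding activity at least 20 points away from 100%, either lowered or raised; inconclusive means signal likely due to the compound's own green fluorescence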;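 further: 0% = beads with excess unlabeled GTP and 100% = no-compound control corrected for plate trend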
# Rac1 mut GTP: GTP binding modulators of activated mutant Rac1, primary screen, biochemical, bead-based flow cytometry, multiplex, fluorescent GTP; percent activity (GTP binding), % at 10 µM; Ras-related C3 botulinum toxin substrate 1 (Homo sapiens), P63000; AID 764, 2007; GST-Rac1 activated beads; actives lie on both sides; 100% means binding = to untreated wells; actives 0.11% (n = 190,000);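 active means GTP binding at least 20 percentage points away from the 100% baseline, in either direction, so actives lie on both sides; inconclusive means Compound likely fluorescent itself, or too few beads counted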
# Bim-Bcl-W: inhibitors of Bim binding to Bcl-W, primary screen, biochemical, multiplexed, bead-based flow cytometry; Bcl-2-like protein 2 (Homo sapiens), Q92843; Bim peptide-Bcl-W binding; inhibition, % at 10 µM; actives 0.02% (n = 190,000); AID 952, 2007;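 further: 0% = bound tracer without compound and 100% = peptide blocker; higher means less fluorescent Bim peptide bound to Bcl-W beads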
# Cdc42 wt GTP: modulators of GTP binding to wildtype Cdc42, primary screen, biochemical, multiplex bead flow cytometry, Bodipy-GTP | GST-Cdc42 beads; actives lie on both sides | Cell division control protein 42 homolog (Homo sapiens), P60953 | actives 0.2% (n = 190,000) | percent activity (GTP binding), % at 10 µM;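 active means percent activity GTP binding at least 20 points away from the 100% baseline, either down as inhibitor or up as activator; inconclusive means compound flagged as likely green fluorescent from well-wide comparison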;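 further: median bead fluorescence of bound Bodipy-FL-GTP at 100 nM; 0% = excess unlabeled GTP control and 100% = no compound control; below 100% means less GTP binding so inhibitor and above means activator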
# Target sequence (P60953 whole entry, looked up): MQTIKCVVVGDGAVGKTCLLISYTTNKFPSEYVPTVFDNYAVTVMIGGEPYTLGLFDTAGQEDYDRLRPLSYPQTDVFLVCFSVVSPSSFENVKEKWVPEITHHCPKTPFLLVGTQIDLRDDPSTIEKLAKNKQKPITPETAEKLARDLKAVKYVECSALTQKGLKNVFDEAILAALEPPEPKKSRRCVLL
# Bim-Bcl-XL: inhibitors of Bim-Bcl-XL binding, primary screen, biochemical, multiplexed, bead flow cytometry, human Bcl-XL. inhibition, % at 10 µM. Bim peptide-Bcl-XL binding, fluorescence. Bcl-2-like protein 1 (Homo sapiens), Q07817. actives 0.04% (n = 190,000)
# Target sequence (Q07817 whole entry, looked up): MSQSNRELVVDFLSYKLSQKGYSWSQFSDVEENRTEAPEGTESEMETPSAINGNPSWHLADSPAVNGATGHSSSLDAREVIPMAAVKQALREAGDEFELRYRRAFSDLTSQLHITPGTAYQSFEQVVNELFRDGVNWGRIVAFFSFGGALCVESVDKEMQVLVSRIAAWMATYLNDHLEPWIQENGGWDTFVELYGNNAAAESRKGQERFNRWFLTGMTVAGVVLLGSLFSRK
# HRas wt GTP bind: modulators of GTP binding to HRas wildtype, primary screen, biochemical, bead-based flow cytometry, multiplex. GST-Ras wt beads, Bodipy-FL-GTP binding; actives lie on both sides. GTP binding activity, % at 10 µM. GTPase HRas (Homo sapiens), P01112. actives 0.14% (n = 190,000);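 active means GTP binding activity at least 20% away from the 100% baseline, either lowered as inhibitor or raised as activator; inconclusive means flagged as likely green fluorescent, judged across all proteins in the well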;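 further: 0% = unlabeled GTP competition control and 100% = no-compound control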
# Target sequence (P01112 whole entry, looked up): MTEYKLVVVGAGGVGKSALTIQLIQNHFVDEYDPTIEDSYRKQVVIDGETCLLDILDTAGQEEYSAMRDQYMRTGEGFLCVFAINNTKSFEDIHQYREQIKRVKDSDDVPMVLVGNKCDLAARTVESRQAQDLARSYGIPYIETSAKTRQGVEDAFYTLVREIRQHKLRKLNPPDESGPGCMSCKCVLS
# Rab7 wt GTP bind: modulators of GTP binding to Rab7, primary screen, biochemical, wildtype, multiplex bead flow cytometry. GTP binding activity (percent of control), % at 10 µM. Rab7 GTPase wild type (dog), Bodipy-FL-GTP binding. actives 0.055% (n = 190,000). GST-Rab7 beads, fluorescent GTP binding; actives lie on both sides; untreated = 100%, excess cold GTP = 0%;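 active means fluorescent GTP binding to Rab7 beads changed by at least 20 points from the 100% baseline, either direction, mostly lower; inconclusive means compound itself probably fluorescent, or too few beads counted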;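 further: median green fluorescence of bound Bodipy-FL-GTP per Rab7 bead population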
# * = called active by the depositor; ? = inconclusive. Unless noted, no stated cut-off is given here; in the data, active means inhibition above about 40%. Compounds as they come. About 0.62% of those tested had a hit in this group.
SMILES,Bcl-B Bim block,Rac1 wt GTP bind,Bim-Bfl-1,Bcl-2 Bim block,Rab2A wt mod,Rac1 mut GTP,Bim-Bcl-W,Cdc42 wt GTP,Bim-Bcl-XL,HRas wt GTP bind,Rab7 wt GTP bind
CCOc1ccccc1NC(=O)c1oc2ccccc2c1NC(=O)C1CCCO1 (stereo not given),-5,100,-8,-3,96,96,-1,96,-2,96,95
COc1cc(C(=O)Nc2c(C)cc(C)cc2C)c([N+](=O)[O-])cc1OC,-4,104,-2,1,101,102,-2,103,-6,100,100
COc1ccc2cc(C#N)c(Nc3cccc(F)c3)nc2c1,-4,99,-4,0,94,96,3,97,1,96,94
O=C(O/N=C(\c1ccccc1)c1ccccn1)c1ccc(Cl)c(Cl)c1,-6,88,-11,-11,91,89,-2,91,-6,89,88
Cc1csc(=S)n1-c1ccccc1,-5,102,-2,0,101,101,-2,103,-3,101,99
CCc1ccc(-c2nc(C(N)=O)c3[nH]c(=O)n(-c4ccccc4OC)c3n2)cc1,-7,105,-9,-7,100,98,0,100,-2,102,99
CC(OC(=O)c1cc[n+]([O-])cc1)C(=O)Nc1ccc(Cl)cn1 (stereo not given),-5,115,-13,-11,107,102,0,109,-4,107,104
Cc1ccc2c(CN3C(=O)NC4(CCCCC4)C3=O)cc(=O)oc2c1C,0,96,0,3,99,93,-1,98,-4,101,97
COc1ccccc1C(=O)N(Cc1nc(-c2ccc(Cl)cc2)no1)C(C)C,-3,101,-6,-3,98,97,0,96,-2,98,96
O=c1c(Cl)c(NCCO)ncn1-c1ccccc1,19,93,25,19,90,91,20,90,31,91,100
CCC(C)(C)NC(=O)/C=C/c1cnc2ccccc2n1,-4,106,0,0,100,101,-4,102,-5,101,101
CN(C(=O)COC(=O)CNC(=O)c1ccccc1Cl)c1ccccc1,-1,97,-1,2,98,92,3,99,2,96,100
O=C(NCCC1=CCCCC1)C1CCN(c2nnc(-n3cccc3)s2)CC1,-5,93,-6,0,96,94,-3,96,-4,97,93
Cc1ccccc1OCC(=O)N/N=C/c1c(C)nn(-c2ccccc2)c1Cl,-4,101,-3,-5,96,97,-4,95,-8,96,95
CCOc1ccccc1C1CC(c2cccs2)=NN1S(C)(=O)=O (stereo not given),-4,98,-6,-1,101,97,-5,96,-4,96,107
O=c1[nH]c(SCc2ccccc2)nc2c1sc1ccccc12,-1,99,-5,-4,94,92,0,97,-1,95,103
COc1cc2sc(C)nc2cc1C,0,94,2,-2,96,95,-1,95,1,97,99
CCc1ccc(OCc2n[nH]c(=S)n2Cc2ccccc2)cc1,-6,96,6,0,94,93,7,95,-1,96,96
CSCCC(NC(N)=O)C(=O)Nc1cccc(C#N)c1 (stereo not given),0,99,-3,-2,95,95,0,98,-2,97,93
O=c1c2sccc2nc(SCc2cc(=O)n3cc(Cl)ccc3n2)n1-c1ccc(F)cc1,-9,102,-4,-3,101,97,-5,98,-10,101,98
COC(=O)c1cc(OC)c(OC)cc1NCC(=O)Nc1ccc(OC)c(OC)c1,2,94,1,3,97,99,0,96,0,98,96
c1ccc(OCc2nc(-c3ccncc3)no2)cc1,-2,99,-5,-2,99,96,1,100,-1,98,103
Cc1cc(C)nc(NS(=O)(=O)c2ccccc2)n1,-9,115,-11,-11,107,103,2,107,-4,106,106
CCOc1cc(CNCCCN2CCOCC2)cc(Br)c1OCC(=O)Nc1cccc(C(F)(F)F)c1,-3,105,-3,0,107,103,-2,107,-1,106,98
CCC(C)NS(=O)(=O)c1ccc(NC(=O)c2c(-c3ccccc3)noc2C)cc1 (stereo not given),-7,106,-11,-5,98,100,2,101,-1,101,99

# Whole records as entered above. Order of values: Bcl-B Bim block, Rac1 wt GTP bind, Bim-Bfl-1, Bcl-2 Bim block, Rab2A wt mod, Rac1 mut GTP, Bim-Bcl-W, Cdc42 wt GTP, Bim-Bcl-XL, HRas wt GTP bind, Rab7 wt GTP bind
# O=c1c(Cl)c(NCCO)ncn1-c1ccccc1 in the list: 19, 93, 25, 19, 90, 91, 20, 90, 31, 91, 100
# c1ccc(OCc2nc(-c3ccncc3)no2)cc1 in the list: -2, 99, -5, -2, 99, 96, 1, 100, -1, 98, 103
# Cc1cc(C)nc(NS(=O)(=O)c2ccccc2)n1 in the list: -9, 115, -11, -11, 107, 103, 2, 107, -4, 106, 106
# O=c1[nH]c(SCc2ccccc2)nc2c1sc1ccccc12 in the list: -1, 99, -5, -4, 94, 92, 0, 97, -1, 95, 103

# (listing goes on)
SMILES,Bcl-B Bim block,Rac1 wt GTP bind,Bim-Bfl-1,Bcl-2 Bim block,Rab2A wt mod,Rac1 mut GTP,Bim-Bcl-W,Cdc42 wt GTP,Bim-Bcl-XL,HRas wt GTP bind,Rab7 wt GTP bind
Cc1nc2sc(C(c3ccc(F)cc3)N3CCN(C(=O)c4ccco4)CC3)c(O)n2n1 (stereo not given),-7,99,-8,-9,97,99,-4,100,-6,98,95
COc1ccc(-c2[nH]ncc2CN2CCCOc3c(cccc3OC)C2)c(OC)c1,-1,101,-4,-3,101,96,1,99,-1,99,105
CCCn1nc2cc(C(=O)NCc3ccccc3)ccc2c1OCC,-3,103,0,4,99,100,0,100,-1,101,97
COc1ccc(/C=C2/C(=O)N=C(N)N2C)cc1OC,-6,104,-11,-4,98,100,0,105,2,99,96
O=S(=O)(NCCc1ccncc1)c1ccc(Br)cc1,-10,103,-15,-8,100,100,-1,102,-12,101,102
Cn1c(-c2ccc3c(c2)OCO3)c(C(=O)O)c(=O)c2ccccc21,-6,103,-3,-3,100,100,-5,99,-7,104,101
CCOC(=O)c1c(C)oc(/N=C/c2ccccc2O)c1C#N,-9,105,-8,-12,103,101,1,104,-4,104,102
Cc1ccc(C2=NN(C(=O)CSc3nc4ncc(Cl)cc4[nH]3)C(c3ccco3)C2)cc1 (stereo not given),-6,100,1,0,93,92,-2,95,-4,98,104
CCCCn1cnc2c([nH]c3ccccc32)c1=O,0,98,0,-1,97,97,1,102,0,98,94
Cc1cc(=O)n(C)c(=O)n1CCCCOc1cccc([N+](=O)[O-])c1,0,99,-2,1,96,99,-1,98,0,98,94
O=c1[nH]c(=O)n(Cc2ccccc2)c2nc(-c3ccco3)cc(C(F)(F)F)c12,-3,105,5,0,104,101,1,105,-2,103,102
COc1cc(OC)cc(C(=O)NC(=S)Nc2cc3oc4ccccc4c3cc2OC)c1,-10,101,-11,-7,103,99,-4,105,-6,102,101
Cc1ccc(NC2=NCC(=O)N2c2ccc3c(c2)OCCO3)c(C)c1,-9,108,-18,-9,103,101,0,107,-8,104,98
NS(=O)(=O)c1cccc2cccnc12,-5,103,-9,-7,100,100,1,101,0,100,102
Cc1ccc(-c2nnn(CC(=O)N(Cc3ccc(F)cc3)C(C(=O)NC3CCCC3)c3ccncc3)n2)o1 (stereo not given),-3,105,0,0,100,100,0,101,-7,101,100
Cc1cc(C)c(C)c(S(=O)(=O)NCCCN2CCOCC2)c1C,2,94,3,0,94,94,0,97,0,93,96
COc1cccc(COC(=O)c2nn(-c3ccccc3)nc2N)c1,-5,93,-3,-4,87,85,-4,87,-4,89,94
Cc1nc(-c2cccc(S(=O)(=O)N3CC(C)CC(C)C3)c2)cs1 (stereo not given),8,97,8,2,103,102,3,101,6,101,94
COC(=O)CCC(=O)Nc1c(C)n(C)n(-c2ccccc2)c1=O,-2,101,1,4,100,98,0,100,1,99,98
CC(=O)Nc1ccc(S(=O)(=O)N(C)CC(=O)OCC(=O)Nc2cccnc2Cl)cc1,-5,107,0,-1,101,101,-2,102,-4,103,100
CC1CCCCN1C(=O)CSc1nc(C2CC2)nc2c1cnn2-c1ccccc1 (stereo not given),-16,93,-1,-6,93,91,-1,90,-6,92,97
CN(C)CCNC(=O)C(=O)NCC1OCCCN1S(=O)(=O)c1cccs1 (stereo not given),3,102,1,2,101,100,0,104,0,100,100
CCC(=O)Nc1ccc(NC(=O)c2ccccc2Cl)nc1,1,99,0,-1,100,97,-1,98,-1,100,99
CCOC(=O)C(C)n1cnc2c(nnn2-c2ccc(OC)cc2)c1=O (stereo not given),0,99,0,1,100,98,-1,99,0,98,99
Cc1ccc(NC(=O)N2CCc3ccccc32)cc1,-4,100,-1,-2,96,95,7,96,5,96,95

# Carrying on.
SMILES,Bcl-B Bim block,Rac1 wt GTP bind,Bim-Bfl-1,Bcl-2 Bim block,Rab2A wt mod,Rac1 mut GTP,Bim-Bcl-W,Cdc42 wt GTP,Bim-Bcl-XL,HRas wt GTP bind,Rab7 wt GTP bind
Cc1ccc2c(c1)C(c1ccccc1)N(C(=O)C(C)C)CC(=O)N2 (stereo not given),-6,103,-9,-8,99,98,4,99,-2,99,101
CC(=O)Nc1ccc(NC(=O)C2CC(=O)N(c3ccccc3Cl)C2)cc1 (stereo not given),-4,100,-3,0,100,97,0,95,0,101,106
CC(=O)/C(=N\Nc1ccccc1)Oc1ccc([N+](=O)[O-])cc1,-3,102,4,0,100,98,-3,100,-4,101,101
COCCOC(=O)C1=C(N)Oc2c(oc(CO)cc2=O)C1c1c(F)cccc1Cl (stereo not given),-7,105,-8,-7,100,98,2,101,0,100,98
CC(=O)Nc1ccc(SCC(=O)Nc2sccc2C#N)cc1,-6,?,-6,-3,?,?,0,?,-3,?,?
CCn1c(=O)c2c3c(sc2n2c(=S)[nH]nc12)CCC3,-19,96,0,-4,97,96,4,94,-1,97,98
NC(=O)c1c(-c2cccs2)csc1N,-10,105,-5,-5,100,95,5,105,1,102,102
COc1cccc2c1C(=O)CC2NC(=O)C(F)(F)F (stereo not given),-11,93,-18,-12,97,94,1,97,-15,98,95
Nc1ccc2nc(-c3ccccc3)[nH]c2c1,-2,100,0,-4,99,98,-2,99,-2,98,98
CCOC(=O)C(=O)NC12CC3CC(CC(C3)C1)C2,-6,105,-3,0,99,100,-4,103,-5,100,101
CC(=O)N/N=C(\C)c1ccc(Br)cc1Br,-3,98,-5,-4,96,96,-1,97,-2,97,101
CC1CCc2sc(C(=O)N/N=C/C3CCCCC3)cc2C1 (stereo not given),-6,99,-3,-3,97,97,-1,92,-1,100,100
CCCCCCCCC(=O)NCCOc1ccccc1,-8,96,-10,-9,95,93,-3,95,-7,94,96
